aSyn yeast inh: alpha-synuclein toxicity inhibition in yeast | Yeast expressing alpha-synuclein, growth rescue, BacTiter-Glo, 24 h | Potency, µM (top dose mostly 46.1 µM), without a hit: at the top dose growth rescue (activation), hits mostly activators | 0.14% of 370,000 active; also: potency is read from the fitted curve at half-maximal effect; % of control where 0% means no effect; nearly all actives have a fitted effect of over 65% in size
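Readout is rescue of growth in alpha-synuclein-expressing yeast, so inhibitors of toxicity appear as activators. Growth after 24 hr at 30 deg C in galactose medium is quantified by luminescence.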
PTHR1 agonist: PTHR1 (human) receptor agonism; Q03431; HEK293 GP2 PTHR1 cells, GloSensor cAMP luminescence, 1 h; Potency, µM (top dose mostly 115 µM), for the others: top-dose activation, actives largely listed as activators; 0.075% of 410,000 active; also: potency is read from the fitted curve at half-maximal effect; nearly all actives have a fitted effect of over 55% in size; some results filed as inactive show a strong effect at the top dose; inactives centre near -15; many of its hits are not listed in these tables
Target sequence (Q03431 whole entry, looked up): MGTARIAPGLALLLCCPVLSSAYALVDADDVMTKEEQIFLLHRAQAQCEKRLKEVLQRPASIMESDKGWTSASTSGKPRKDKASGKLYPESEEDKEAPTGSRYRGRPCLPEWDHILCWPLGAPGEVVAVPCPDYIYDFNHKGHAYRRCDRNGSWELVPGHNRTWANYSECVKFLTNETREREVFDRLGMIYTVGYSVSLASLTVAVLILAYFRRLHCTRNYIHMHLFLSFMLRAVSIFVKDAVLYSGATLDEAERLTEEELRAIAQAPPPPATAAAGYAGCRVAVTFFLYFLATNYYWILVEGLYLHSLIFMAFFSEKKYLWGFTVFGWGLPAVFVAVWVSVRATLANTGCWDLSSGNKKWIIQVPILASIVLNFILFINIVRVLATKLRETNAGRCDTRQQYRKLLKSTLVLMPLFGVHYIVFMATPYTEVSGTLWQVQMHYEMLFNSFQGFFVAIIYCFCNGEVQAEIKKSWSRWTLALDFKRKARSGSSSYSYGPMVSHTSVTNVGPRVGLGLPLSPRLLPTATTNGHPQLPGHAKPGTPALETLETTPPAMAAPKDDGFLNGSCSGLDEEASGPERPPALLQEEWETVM
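HEK-293-derived GP2 cells expressing PTHR1 and a GloSensor cAMP reporter, 3,000/well, plated overnight, given luciferin plus IBMX (each 0.5 mM as added) for 1 h at 37 °C, then compound for 1 h at 37 °C. Luminescence was read after 15 min at room temperature.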
TDP-43 yeast inh: rescues yeast growth from TDP-43 toxicity | TDP-43 expressing yeast growth rescue, BacTiter-Glo, 24 h | Potency, µM (titrated, usually from 46.1 µM), for the others: top-dose growth rescue (activation), hits mostly activators | 1.8% of 410,000 active; also: potency is read from the fitted curve at half-maximal effect; % of control where 0% means no effect; nearly all actives have a fitted effect of over 50% in size
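Galactose-induced TDP-43 yeast, OD600=0.02, compound pinned; 24 hr, 30 deg C; BacTiter-Glo luminescence for growth. Inhibitors of TDP-43 toxicity read as activators.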
GLP1R inv ag: inverse agonists of human GLP-1 receptor. HEK293 GLP-1R CRE-luciferase, luminescence, 24 h; GLP-1R form is constitutively active. 1.6% of 410,000 active. Potency, µM (top dose mostly 38.3 µM), for the others: top-dose activity change, negative = inhibition, most hits filed as inhibitors. P43220; also: potency is read from the fitted curve at half-maximal effect; % is scaled to controls: 0 for no effect and ±100 for the full control effect; nearly all actives have a fitted effect of over 55% in size
Target sequence (P43220 whole entry, looked up): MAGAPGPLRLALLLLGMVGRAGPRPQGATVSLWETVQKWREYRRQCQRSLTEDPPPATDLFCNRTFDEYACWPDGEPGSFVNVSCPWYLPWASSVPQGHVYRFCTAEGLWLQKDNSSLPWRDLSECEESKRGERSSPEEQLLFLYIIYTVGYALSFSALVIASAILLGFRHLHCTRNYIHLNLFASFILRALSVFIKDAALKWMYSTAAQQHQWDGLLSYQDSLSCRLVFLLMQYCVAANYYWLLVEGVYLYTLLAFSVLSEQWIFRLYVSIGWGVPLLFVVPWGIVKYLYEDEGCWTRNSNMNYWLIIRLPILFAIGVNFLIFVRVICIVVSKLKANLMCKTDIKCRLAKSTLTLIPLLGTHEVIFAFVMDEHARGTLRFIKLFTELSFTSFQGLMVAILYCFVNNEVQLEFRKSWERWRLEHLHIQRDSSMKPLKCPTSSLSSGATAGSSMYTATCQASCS
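Using stably transfected HEK293 (constitutively active GLP-1R, cAMP-luciferase reporter), compounds were incubated 24 hr and luciferase measured by luminescence.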
FUS suppressor: FUS proteinopathy suppression in yeast | Potency, µM (series often up to 76.6 µM), without a hit: at the top dose growth rescue (activation), most hits filed as activators | S. cerevisiae FUS-expressing, growth rescue, OD600, 24 h | 0.24% of 390,000 active;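 also: potency is read from the fitted curve at half-maximal effect; plate controls were DMSO vehicle for no effect and reference control for full effect; nearly all actives have a fitted effect of over 55% in size; some results filed as inactive show a strong effect at the top dose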
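Restored growth of FUS-toxic S. cerevisiae, read as 600 nm absorbance after 24 h at 30C in galactose medium (starting OD 0.005). Controls CP55940 and DMSO.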
Akt phos inh: Akt phosphorylation inhibition | Neuro2A IGF-stimulated pAkt S473 HTRF, 20 min; stronger effect = lower value | activity change, % for hits at 50 µM | 0.32% of 360,000 active | AID 651550; in the data active = activity change below about -80%; inconclusive = mostly about -51% to -80%; also: % is scaled to controls: 0 for no effect and ±100 for the full control effect
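Neuro2A cells (4,500/well, DMEM with 0.5% FBS) were treated with compound at a single 50 µM final concentration, stimulated with 6 nM IGF for 20 min at 37 °C, and lysed. Phospho-Akt Ser473 was read by HTRF as 665/615 ratio ×10^4.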
HEK293 tox: cytotoxicity counter-screen for GLP-1 receptor inverse agonists; HEK293 cAMP-luciferase reporter cells, luminescence, 24 h; Potency, µM (top dose mostly 38.3 µM), without a hit: at the highest dose activity change, negative = inhibition, actives largely listed as inhibitors; 0.13% of 410,000 active;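 also: loss of luciferase light is scored as toxicity; potency is read from the fitted curve at half-maximal effect; % is scaled to controls: 0 for no effect and ±100 for the full control effect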
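MLSMR compounds, 24 hr on cells at 37 deg C/5% CO2; luminescence after luciferase reagent (12 min RT). Inhibition counted as the undesired cytotoxic outcome.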
MmCpn inh: inhibitors of Methanococcus maripaludis chaperonin (MmCpn) | purified Mm-Cpn ATPase, ADP Transcreener TR-FRET | Potency, µM (highest dose often 76.9 µM), without a hit: at the highest dose activity, negative = inhibition, hits mostly inhibitors | 0.031% of 330,000 active | AID 504842; also: potency is read from the fitted curve at half-maximal effect; % is scaled to controls: 0 for no effect and ±100 for the full control effect; nearly all actives have a fitted effect of over 80% in size
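Purified archaeal chaperonin (25 nM final) was preincubated with compound for 10 min at 37°C, then ATP (10 uM final) was added for 30 min at 37°C in Tris pH 7.4/KCl/MgCl2/DTT buffer. ADP was quantified by HTRF Transcreener TR-FRET.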
Abeta rescue: compounds reversing amyloid beta toxicity in yeast | Potency, µM (titrated, usually from 46.1 µM), inactives show at the top dose growth rescue, most hits filed as activators | 0.063% of 410,000 active | yeast expressing A-beta42, growth rescue, OD600, 48 h; response scale: 0% DMSO, 100% iron-clioquinol control; also: potency is read from the fitted curve at half-maximal effect; nearly all actives have a fitted effect of over 55% in size
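Growth rescue measured by 600 nm absorbance after 48 h yeast culture at 30 C with compound. Values normalized between DMSO and an equimolar ferric chloride plus clioquinol control.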
* hit, by the source's call; i = inactive; ? = inconclusive; / = not tested or not shown; & = joins results of further samples; [ ] = another dose, or the depositor's remark. Unless noted, calls follow the shape of the dose curve; as a rule, active = well fitted curve in the direction sought with a large enough effect; inconclusive = small, poorly fitted or top-dose-only effect, or another doubt; inactive = no such curve, though single readings can be large; an effect the other way counts as inactive or inconclusive. The list is partial; the hit share may differ from the screen's.

Preview (two entries):
compound	HEK293 tox	TDP-43 yeast inh	GLP1R inv ag	Abeta rescue	Akt phos inh	aSyn yeast inh	PTHR1 agonist	FUS suppressor	MmCpn inh
CCNc1c(NS(=O)(=O)c2ccc(C3CCCCC3)cc2)c(=O)oc2ccccc12	4%	-16%	-4%	-10%	i	0%	-13%	-7%	-1%
CCOC(=O)C1=C(C)NC(C)=C(C(=O)OCC)C1C(=O)OCC(=O)N1CCc2ccccc2C1	-1%	8%	5%	-3%	i	-2%	i	19%	-12%

Main list, repeating the preview:
compound	HEK293 tox	TDP-43 yeast inh	GLP1R inv ag	Abeta rescue	Akt phos inh	aSyn yeast inh	PTHR1 agonist	FUS suppressor	MmCpn inh
CCNc1c(NS(=O)(=O)c2ccc(C3CCCCC3)cc2)c(=O)oc2ccccc12	4%	-16%	-4%	-10%	i	0%	-13%	-7%	-1%
CCOC(=O)C1=C(C)NC(C)=C(C(=O)OCC)C1C(=O)OCC(=O)N1CCc2ccccc2C1	-1%	8%	5%	-3%	i	-2%	i	19%	-12%
CSc1ncc(Cl)c(C(=O)Nc2cccc3ccccc23)n1	5%	-18%	24%	-13%	i	6%	-2%	-22%	-1%
CC1(C(=O)Nc2ccc3c(c2)OCO3)Cc2c(-c3ccccc3)ccnc2O1 (stereo unspecified)	-4%	4%	-26%	-4%	i	1%	9%	-2%	/
CC(/C=C1\SC(=S)N(CCC(=O)Nc2cccc(C(=O)O)c2)C1=O)=C\c1ccccc1	9%	-13%	11%	13%	i	4%	-21%	32%	3%
O=C(NCCc1ccccc1)C1CCN(c2ncnc3c2nc2n3CCCCC2)CC1	-4%	20%	-14%	-6%	/	/	-22%	-11%	/
O=C(NCc1ccc(Cl)c(Cl)c1)c1ccco1	16%	-5%	?	-2%	i	-14%	i	4%	0%
Cc1ccccc1NC(=S)N(CCc1c(C)[nH]c2ccc(F)cc12)Cc1cccnc1	-4%	1%	?	16%	i	-2%	-7%	14%	-4%
CCn1c(SCc2ccccc2)nc2c1c(=O)[nH]c(=O)n2C	2%	14%	49%[activator]	-5%	i	-7%	i	-13%	-1%
COc1ccc(S(=O)(=O)N2CCC[C@H]2C(=O)N2CCC[C@H]2C(=O)NCc2ccccn2)cc1C	5%	?	13%	9%	i	1%	-32%	-13%	/
CC(NC(=O)c1cc2ccccn2n1)c1ccccc1 (stereo unspecified)	5%	21%	-1%	-9%	/	/	i	-7%&-5%	/
O=C(NCCc1c[nH]c2ccccc12)/C(=C\c1cccnc1)NC(=O)c1ccco1	16%	8%	4%	8%	i	-1%	-5%	/	0%
CCN1CCN(c2ccc(S(=O)(=O)N3CCCCC3)cc2NC(=O)c2ccccc2)CC1	2%	0%	2%	6%	i	2%	i	3%	3%
COc1ccc(Cl)cc1NC(=O)CN(C)CC(=O)Nc1ccccc1N1CCOCC1	?	0%	?	2%	i	0%	-1%	17%	0%
NC(=O)CSc1nnc(-c2ccccc2Br)n1-c1cccc(C(F)(F)F)c1	22%	23%	?	-5%	i	-4%	-6%	39%	1%
COc1cc(OC)cc(C(=O)NNC(=O)CCc2ccccc2)c1	-17%	3%	16%	6%	i	1%	-17%	-25%	-1%
Cc1ccc(SCc2c(-c3ccccc3)nn(C)c2Cl)cc1	31%[activator]	-1%	?	5%	i	11%	i	12%	-2%
O=C(NCc1ccccn1)Nc1ccccc1F	-9%	3%	4%	10%	i	4%	i	13%	1%
Cc1c(CCNC(=O)Cc2ccccc2)sc2nc(-c3ccc(F)cc3)nn12	-12%	10µM*	-17%	16%	/	/	-16%	12%	/
COc1ccc(CC(=O)NNC(=O)c2cc(Cl)ccc2OC)cc1	-7%	14%	-5%	-3%	i	-10%	-20%	0%	0%
Cc1ccc(NC(=O)Nc2cnccn2)c(C)c1	-1%	1%	2%	-5%	i	-1%	-9%	-1%	2%
COc1ccc([N+](=O)[O-])c(C=CC(=O)c2ccccn2)c1	-26%	2.8µM*	-4%	-50%[inhibitor]	i	20µM*	-38%	-3%	/
O=S(=O)(c1ccccc1)N1CC2CC(Br)C(Br)CC21 (stereo unspecified)	6%	14%	?	-15%	i	9%	-29%	1%	/
NC(=O)c1cc(S(=O)(=O)NCCCc2ccccc2)cs1	-12%	6%	-9%	-8%	i	1%	-41%[inhibitor]	-24%	-4%
CC(C)N(Cc1nccn1C)C(=O)c1cc(COc2ccc(-n3cncn3)cc2)on1	3%	-13%	21%	-16%	i	2%	-22%	13%	/
CCCCC(=O)NC(c1ccc(N(C)C)cc1)c1ccc2cccnc2c1O (stereo unspecified)	?	-13%	?	?	i	?	i	?	0%
Cc1ccc(C)c(N2CCN(C(=O)CSc3ccsc3[N+](=O)[O-])CC2)c1	0%	0%	-27%	25%	i	1%	-10%	12%	-1%
CC(C)(C)NC(=O)c1ccc2c(c1)CCO2	-15%	4%	8%	-4%	i	0%	i	6%	-5%
Cc1cccc(NC(=O)CN(CCc2ccccc2)S(C)(=O)=O)c1	4%	-4%	?	14%	i	-7%	-18%	-11%	1%
Cc1ccc(NC(=O)c2cccnc2)cc1S(=O)(=O)N1CCOCC1	-4%	7%	7%	20%	i	0%	i	25%	0%

Taken from above.
Cc1ccc(NC(=O)Nc2cnccn2)c(C)c1 @ PTHR1 agonist = -9%
Cc1ccc(C)c(N2CCN(C(=O)CSc3ccsc3[N+](=O)[O-])CC2)c1 @ GLP1R inv ag = -27%

More results.
compound	HEK293 tox	TDP-43 yeast inh	GLP1R inv ag	Abeta rescue	Akt phos inh	aSyn yeast inh	PTHR1 agonist	FUS suppressor	MmCpn inh
Cc1ccc(NC(=O)Nc2nnc(-c3ccncc3)s2)cc1C	18%	15%	?	9%	i	3%	-63%[inhibitor]	-9%	-12%
CN(Cc1ccc(Cl)cc1)C(=O)CNC(=O)C12CC3CC(CC(C3)C1)C2	-1%	-5%	8.9µM*	-11%	i	0%	-41%[inhibitor]	/	-1%
CC(C)NC(=O)NC(=O)CSc1ncc(C(F)(F)F)cc1Cl	2%	-18%	6%	19%	i	-9%	i	12%	1%
O=c1c2ccccc2n2c(-c3ccccc3O)nnc2n1Cc1ccc(F)cc1	15%	10%	0%	-26%	/	/	i	-22%	/
CCOC(=O)[C@]12CCC=C1N(Cc1ccc(Cl)cc1Cl)C(=O)[C@H](CC(=O)NCCCN1CCCC1=O)C2	-7%	0%	?	-15%	i	1%	-19%	?	/
Cc1ccc(Nc2n[nH]c(=S)s2)cc1C	0%	0%	8%	-16%	i	0%	i	-12%	/
Cn1c(=O)c(C(=O)NCCc2ccccc2)c(O)c2ccccc21	0%	-18%	-22%	-17%	i	5%	-15%	-6%	2%
COc1ccc2nc(N3CCN(C(=O)C4COc5ccccc5O4)CC3)sc2c1 (stereo unspecified)	-1%	?	?	26%	i	21%	-89%[inhibitor]	49%	-2%
COc1ccc2[nH]c(C)c(C(=O)CN3CCOCC3)c2c1	-9%	3%	12%	6%	i	-3%	i	-14%	-1%
COC(=O)C(NC(=O)Nc1ccccc1OC)C(C)C (stereo unspecified)	14%	-2%	9%	6%	i	-3%	17%[57.5 µM]	8%	2%
COc1ccc(N2CC(O)=C(c3nc(-c4ccccc4)cs3)C2=N)cc1	-19%	?	3%	16%	i	0%	12%	10%	?
CN1CCN(c2c([N+](=O)[O-])cnc3ccccc23)CC1	19%	2%	15%	16%	i	1%	i	17%	/
CC(Oc1ccc(-c2ccccc2)c(F)c1)c1ccn(S(=O)(=O)c2ccc(F)cc2)n1 (stereo unspecified)	-20%	-1%	?	13%	i	-2%	-21%	-2%	-1%
CC(C)C[C@@H](CN)NC(=O)c1nc[nH]c1C(=O)N[C@@H](Cc1ccccc1)C(=O)CNC[C@H](C)NC(=O)c1nc[nH]c1C(=O)N[C@@H](C)C(=O)O	1%	11%	15%	4%	i	6%	-24%	7%	/
CC(=O)c1cccc(NC(=O)c2cc(=O)[nH]c3ccccc23)c1	21%	-18%	28%	5%	i	2%	i	17%	0%
COc1cccc(-n2cn[nH]c2=S)c1	5%	24%	7%	11%	i	0%	i	-36%	1%
COc1ccc(-c2nn3c(-c4ccc(C)cc4)nnc3c3ccccc23)cc1	6%	22%	8%	-7%	/	/	i	-21%	/
CC1CCCCN1C(=O)Cn1c(=O)oc2ccccc21 (stereo unspecified)	1%	-18%	0%	5%	i	0%	5%	?	-2%
CCn1ccnc1C(O)c1cccc(OC)c1 (stereo unspecified)	40%[activator]	3%	-1%	-3%	i	-2%	-24%	-7%	1%
N#Cc1c(C#N)c(-c2ccccc2)n(-c2ccc(C(=O)O)cc2)c1N	84%[activator]	-5%	0%	6%	i	1%	i	3%	2%
Cc1nc2sccc2c(=O)n1-c1cccc(Cl)c1	-25%	-25%	-5%	-5%	i	6%	i	4%	1%
CCOC(=O)C1=C(CC)OC(N)=C(C#N)C1c1cccs1 (stereo unspecified)	12%	-16%	4%	-7%	i	-10%	-9%[57.5 µM]	9%	-7%
N#Cc1c(N)nc(Sc2ccc(Cl)cc2)c(C#N)c1-c1ccccc1Cl	11%	-22%	?	-13%	i	0%	-92%[inhibitor]	18%	-12%
COc1ccccc1C(=O)NCCSCc1c(F)cccc1Cl	3%	19%	?	-7%	i	2%	-23%	3%	?
O=C(COC(=O)Cn1cnc2ccccc2c1=O)Nc1ccc(Cl)cc1	1%	0%	13%	-1%	i	9%	-5%	-4%	1%
CCOC(=O)N1CCN(Cc2c(NC(=O)c3ccco3)sc(C)c2C)CC1	12%[7.66 µM]	6%[9.22 µM]	1%[7.66 µM]	-8%	i	-2%	i	-3%	-1%
